PglD inh: blocks C. jejuni PglD acetyltransferase activity; purified PglD enzyme, DTNB colorimetric CoA detection; inhibition, % at 12.5 µM; 0.098% of 360,000 active; AID 602405; in the data active = inhibition above about 16%, passing the limit was not always enough; inconclusive = no clear call, values can overlap the other calls; note: strong numbers were not always called active
DENV2 CPE rescue: inhibitors of DENV2 cytopathic effect; DENV2-infected cells, cytopathic effect rescue, plate reader; CPE inhibition, % at 9.99 µM; 1.7% of 350,000 active; in the data active = CPE inhibition above about 20%, passing the limit was not always enough; inconclusive = no clear call, values can overlap the other calls; tested in BHK-21 cells;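 note: 0% = median of neutral control wells and 100% = median of positive control wells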
SIRT5 block: blocks human SIRT5 desuccinylation of peptide; Purified SirT5, succinyl-peptide AMC, trypsin-coupled fluorescence; inhibition, % at 15 µM; 1.1% of 330,000 active; in the data active = inhibition above about 15%; inconclusive = no clear call, values can overlap the other calls
Target sequence (Q9NXA8 whole entry, looked up): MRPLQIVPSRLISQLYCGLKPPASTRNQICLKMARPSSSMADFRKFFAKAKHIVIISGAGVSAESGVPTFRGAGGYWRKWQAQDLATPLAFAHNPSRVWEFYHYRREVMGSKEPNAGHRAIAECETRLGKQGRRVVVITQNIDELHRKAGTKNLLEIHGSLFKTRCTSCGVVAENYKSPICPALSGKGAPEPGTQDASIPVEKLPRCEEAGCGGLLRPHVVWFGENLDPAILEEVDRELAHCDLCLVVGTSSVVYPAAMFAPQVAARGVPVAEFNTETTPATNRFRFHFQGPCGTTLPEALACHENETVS
S100A4 inh HTS: blocks human S100A4 binding to myosin IIA peptide; P26447; S100A4/TAMRA-MyoIIA peptide fluorescence polarization; inhibition, % at 10.7 µM; 0.14% of 360,000 active; AID 652163;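 active = mean inhibition of at least 70% across replicates, with every replicate also reaching that level; inconclusive = mean inhibition reaches 70% but some replicates fall short; inactive = mean inhibition below 70%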
Target sequence (P26447 whole entry, looked up): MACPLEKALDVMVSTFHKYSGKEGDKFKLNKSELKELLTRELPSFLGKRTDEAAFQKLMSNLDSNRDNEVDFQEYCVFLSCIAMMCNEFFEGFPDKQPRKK
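Assay system: human S100A4 monomer with TAMRA-labelled myosin IIA peptide / Buffer or medium: Calcium-containing HEPES buffer, pH 7.2 / Reagent: TAMRA-labelled myosin IIA heavy-chain peptide probe, 5 nM / Compound: one dose per compound / Timing: polarization read 5 min after assay mix addition, stable 5–60 min / Benchmarks: neutral control DMSO, positive control TFP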
Statin myotox sup: suppression of simvastatin myotoxicity. rescue of ATP level, % at 7.49 µM. C2C12 myotubes + simvastatin, ATP luminescence, 48 h; scaled: DMSO 0, geranylgeraniol control 100. 0.78% of 330,000 active;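 active = mean ATP rescue above about 67%, or every replicate alone reaching that limit, limit read from the data, passing the limit was not always enough; inconclusive = no clear call, values can overlap the other calls; inactive = mean under the limit and some replicate under it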;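 note: myotubes were challenged with 10 µM simvastatin during compound exposure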
E-selectin induc: E-selectin induction on HUVECs. 0.37% of 260,000 active. activation, % at 7.58 µM. AID 686992. HUVEC E-selectin immunofluorescence imaging; normalized: neutral wells 0, TNF-alpha wells 100. P16581;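 active = mean E-selectin-positive cell signal at least 10% of the positive control, reached in at least 60% of replicates, without over 20% cell loss; inconclusive = no rule given, readout overlaps actives, possibly toxicity-flagged; inactive = the rest, including those meeting only one limit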;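 note: in these data hits start at about 27%; measured in HUVEC primary endothelial cells; signal is the percent of cells scored E-selectin positive by PE staining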
Target sequence (P16581 whole entry, looked up): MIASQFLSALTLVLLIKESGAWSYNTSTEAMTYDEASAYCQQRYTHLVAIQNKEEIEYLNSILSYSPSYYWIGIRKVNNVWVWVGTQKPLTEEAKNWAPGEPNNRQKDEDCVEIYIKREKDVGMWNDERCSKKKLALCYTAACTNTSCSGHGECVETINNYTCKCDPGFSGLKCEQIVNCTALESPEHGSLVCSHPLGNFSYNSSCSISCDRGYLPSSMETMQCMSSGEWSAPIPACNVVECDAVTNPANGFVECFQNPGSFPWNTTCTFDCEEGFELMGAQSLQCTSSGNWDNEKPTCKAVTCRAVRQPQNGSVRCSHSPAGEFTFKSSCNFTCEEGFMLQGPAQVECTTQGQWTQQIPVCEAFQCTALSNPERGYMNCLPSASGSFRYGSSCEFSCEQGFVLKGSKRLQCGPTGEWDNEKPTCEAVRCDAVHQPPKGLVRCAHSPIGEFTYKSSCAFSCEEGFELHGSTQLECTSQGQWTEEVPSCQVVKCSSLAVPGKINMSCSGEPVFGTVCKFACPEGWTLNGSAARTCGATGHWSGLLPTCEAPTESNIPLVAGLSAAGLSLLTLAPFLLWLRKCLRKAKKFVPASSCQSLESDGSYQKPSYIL
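System: HUVEC / Compound: single concentration / Signal: immunofluorescence imaging / Read-out: percent E-selectin-positive cells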
ERp5 inh: inhibitors of human ERp5 | 0.05% of 350,000 active | AID 651711 | Q15084 | inhibition, % at 9.99 µM | ERp5 insulin aggregation, absorbance 650 nm, 90 min;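 active = mean replicate inhibition above about 25%, with every replicate also reaching it, limit read from the data, passing the limit was not always enough; inconclusive = only one of those two criteria met; inactive = neither criterion met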
Active calls of the source: *; u = inconclusive; x = not tested or not shown. These rows are one share of the data; the hit share may differ from the screen's.

SMILES | PglD inh | DENV2 CPE rescue | SIRT5 block | S100A4 inh HTS | Statin myotox sup | E-selectin induc | ERp5 inh
COc1ccc(CN(C)C[C@@H]2OCCCC[C@@H](C)Oc3ccc(NC(=O)CCCN(C)C)cc3C(=O)N([C@@H](C)CO)C[C@@H]2C)cc1 | x | 17 | 2 | -6 | x | 0.0 | -7
CC(CCc1ccccc1)NC(=O)CCN1N=C(c2ccccc2)CCC1=O (configuration not stated) | 1 | -2 | 3 | 8 | 5 | 1.1 | 0
C=CCCC1CN(CCCC)S(=O)(=O)c2c(F)cccc2O1 (configuration not stated) | -2 | 2 | -5 | 0 | -8 | -0.2 | -1
CC(=O)c1c(C)nc2sc3c(=N)n(N)cnc3c2c1-c1ccc(Cl)cc1 | x | u | -4 | 9 | 4 | 0.6 | -4
CS(=O)(=O)N(Cc1ccccc1)c1ccc(C(=O)Nc2ccc(C(N)=O)cc2)cc1 | 8 | 3 | 0 | -3 | 5 | x | -2
COCC#Cc1ccc([C@H]2[C@@H](CO)N3CCCCN(S(=O)(=O)c4ccccc4C)C[C@@H]23)cc1 | 1 | -7 | 7 | 13 | x | -0.5 | -2
COc1cccc(OCc2cc(C(=O)NCCc3cccc(C)n3)no2)c1 | 1 | -4 | -1 | -5 | 11 | 2.8 | 3
COc1cc2nc(CN3CCOCC3)n(CC(=O)N3CCCCCC3)c(=O)c2cc1OC | 5 | -3 | -6 | -4 | -4 | 1.4 | -2
CSCCC(C(=O)NC(C)(C)C)n1c(-c2ccc3c(c2)OCO3)nc2ccccc21 (configuration not stated) | x | -11 | x | -8 | x | 0.0 | -2
COCc1c(C(=O)N/N=C/c2ccco2)nnn1-c1nonc1N | -5 | 2 | -1 | 0 | 9 | 0.0 | 3
O=C(c1cccnc1)C1Cc2ccccc2C1=O (configuration not stated) | -1 | 49* | 0 | -2 | -4 | -0.9 | 4
CN1C(=O)c2cc(NC(=O)c3cccc(F)c3)ccc2OC[C@@H]2O[C@H](CC(=O)NCc3ccccc3)CC[C@@H]21 | 6 | -7 | x | x | -9 | -0.1 | x
O=S(=O)(CCN1C=CC(C(F)(F)F)=NCC1)c1ccc(F)cc1 | -5 | -1 | -2 | -1 | -3 | 1.8 | 2
COc1ccc(C(=O)NCCNC(=O)c2ccc(C)nc2)cc1 | -3 | -8 | 1 | -1 | 10 | x | 0
CC1CCN(C(=O)c2[nH]cnc2C(=O)Nc2ccon2)CC1 | 1 | x | x | 1 | 1 | -0.2 | -4

Reformatted tab-delimited: three of the compounds above.
SMILES	PglD inh	DENV2 CPE rescue	SIRT5 block	S100A4 inh HTS	Statin myotox sup	E-selectin induc	ERp5 inh
CC(=O)c1c(C)nc2sc3c(=N)n(N)cnc3c2c1-c1ccc(Cl)cc1	x	u	-4	9	4	0.6	-4
CS(=O)(=O)N(Cc1ccccc1)c1ccc(C(=O)Nc2ccc(C(N)=O)cc2)cc1	8	3	0	-3	5	x	-2
COCC#Cc1ccc([C@H]2[C@@H](CO)N3CCCCN(S(=O)(=O)c4ccccc4C)C[C@@H]23)cc1	1	-7	7	13	x	-0.5	-2

Additional entries follow:
SMILES | PglD inh | DENV2 CPE rescue | SIRT5 block | S100A4 inh HTS | Statin myotox sup | E-selectin induc | ERp5 inh
COc1ccc(N2CCN(C(=O)NCc3cccc(OC)c3)CC2)cc1 | -7 | -2 | -3 | -19 | 18 | 0.4 | -3
CN(C)C(=O)[C@H]1[C@H](CO)[C@H]2Cn3c(cccc3=O)[C@H]2N1C(=O)NC1CCCC1 | x | 1 | 6 | 2 | x | 0.2 | 2
COc1ccc2c(c1OC)C(=O)N(c1ccccc1)C2=O | x | 3 | -3 | 3 | x | x | -2
O=C(COC(=O)CCc1ccc(S(=O)(=O)N2CCOCC2)cc1)Nc1ccccc1[N+](=O)[O-] | -2 | 2 | 0 | -3 | -4 | x | -9
Cc1ccc(C(=O)NNC(=O)CSc2nnc3ccccn23)cc1 | 0 | 16 | x | 1 | 0 | 0.6 | -5
O=C(NNC(=O)C1CC(c2cccs2)=NO1)NC1CCCCC1 (configuration not stated) | 1 | 4 | -5 | -5 | 1 | x | 8
Cn1c(Cn2c(=O)sc3ccccc32)nnc1SCC(=O)NCc1ccc2c(c1)OCO2 | 2 | -7 | x | -1 | -1 | -0.1 | -2
CCOc1cc(/C=C2/C(=N)N3OC(C)=CC3=NC2=O)ccc1OC(=O)c1ccco1 | x | 3 | 0 | 7 | -2 | 0.5 | 1
CCN(C(=O)CN1C(=O)S/C(=C\c2ccccc2OC)C1=O)C1CCS(=O)(=O)C1 (configuration not stated) | -3 | -3 | 1 | 1 | 10 | x | 0
CCCCCN(C(=O)CCC(=O)OCC(=O)c1ccc(CCC)cc1)c1c(N)n(CCCC)c(=O)[nH]c1=O | -1 | 10 | 30* | 0 | -1 | 2.4 | 0
CCc1cccc(C)c1NC(=O)CSc1n[nH]c(N)n1 | -4 | -2 | 3 | 0 | 28 | x | -21
CN1CCC(N(C)C(=O)c2cc(-c3ccc(F)cc3)nc3ccccc23)CC1 | 4 | -5 | 1 | -1 | -13 | 0.2 | 3
O=C(OCc1cn([C@H]2C[C@H](c3ccccc3)N(C(=O)c3cccs3)C[C@@H]2O)nn1)c1ccccc1 | 0 | 0 | -1 | -1 | 0 | 0.4 | 2
CN(CCOc1ccccc1Cl)Cc1ccccc1 | -3 | 1 | -5 | 0 | -9 | x | 0
COc1cccc(NC(=O)COc2nc3ccccc3nc2C)c1 | -1 | -2 | -1 | 9 | x | -0.9 | -5
CCCN1C(=O)c2cc(C(=O)NC3CCCC3)ccc2C1O (configuration not stated) | 2 | 5 | x | 4 | -5 | x | -1
C/C(=N\NC(=O)CCCC(=O)O)c1c(-c2ccccc2)c2cc(Cl)ccc2[nH]c1=O | x | -3 | -2 | 0 | x | 9.1 | -4
O=C(NNC(=O)c1ccccc1Br)c1cnccn1 | 2 | 8 | -3 | 1 | 6 | 0.0 | 4
CC1CC(C)CN(CCCNC(=O)c2ccc(N3CCCC3=O)cc2)C1 (configuration not stated) | -3 | 2 | -1 | -5 | 7 | x | 3
C[C@H]1CN([C@@H](C)CO)C(=O)c2cc(NC(=O)CCCN(C)C)ccc2O[C@@H]1CN(C)C(=O)NC1CCCCC1 | -3 | 3 | -6 | 11 | 8 | -0.1 | -7
CCCCN(C(=O)Cc1ccc2c(c1)OCCO2)c1c(N)n(CCC)c(=O)[nH]c1=O | -4 | -2 | -1 | -6 | 5 | -1.1 | -2
O=C(CS(=O)(=O)Cc1ccccc1)Nc1nnc(C(F)(F)F)s1 | 1 | -2 | -3 | -1 | 3 | 0.4 | 1
C1CCCN(c2nc3nonc3nc2N2CCCCCC2)CC1 | x | 4 | -7 | 0 | x | 9.4 | -8
COc1cccc2c1OCC(CN1CCN(Cc3ccccc3)C(CCO)C1)=C2 (configuration not stated) | 4 | 1 | -3 | -23 | 12 | 0.1 | -3
O=C(Nc1ccc(Cl)cc1)c1cccc(OC(=S)N2CCOCC2)c1 | 1 | -9 | 3 | 11 | 0 | 0.5 | -4
CCn1cc([C@@H]2C[C@H]3CN(Cc4cccc(Cl)c4)C(=O)[C@]34CCCN24)c(C)n1 | x | -1 | -2 | 0 | x | x | -4
Cc1[nH]c2ccccc2c1/C=N/NS(=O)(=O)c1ccccc1 | x | -8 | x | -23 | x | 13 | -2
C[C@@H]1CN([C@H](C)CO)C(=O)c2cc(NS(=O)(=O)c3ccccc3)ccc2O[C@@H](C)CCCCO[C@H]1CN(C)C(=O)Nc1ccccc1 | 0 | -7 | 4 | -14 | x | x | 2
COc1cc(/C=C(/C#N)c2nc3ccccc3c(=O)[nH]2)ccc1O | x | 15 | 1 | -2 | x | -0.2 | 3
COc1cccc(NC(=O)CN(C)CC(=O)NCc2ccco2)c1 | -4 | -1 | 17* | -4 | 1 | 0.0 | -18

Arranged by value in SIRT5 block (descending): some entries from above.
| molecule | PglD inh | DENV2 CPE rescue | SIRT5 block | S100A4 inh HTS | ERp5 inh |
| --- | --- | --- | --- | --- | --- |
| C[C@@H]1CN([C@H](C)CO)C(=O)c2cc(NS(=O)(=O)c3ccccc3)ccc2O[C@@H](C)CCCCO[C@H]1CN(C)C(=O)Nc1ccccc1 | 0 | -7 | 4 | -14 | 2 |
| CCCCN(C(=O)Cc1ccc2c(c1)OCCO2)c1c(N)n(CCC)c(=O)[nH]c1=O | -4 | -2 | -1 | -6 | -2 |
| CCn1cc([C@@H]2C[C@H]3CN(Cc4cccc(Cl)c4)C(=O)[C@]34CCCN24)c(C)n1 | x | -1 | -2 | 0 | -4 |
| O=C(NNC(=O)c1ccccc1Br)c1cnccn1 | 2 | 8 | -3 | 1 | 4 |
| C[C@H]1CN([C@@H](C)CO)C(=O)c2cc(NC(=O)CCCN(C)C)ccc2O[C@@H]1CN(C)C(=O)NC1CCCCC1 | -3 | 3 | -6 | 11 | -7 |
| C1CCCN(c2nc3nonc3nc2N2CCCCCC2)CC1 | x | 4 | -7 | 0 | -8 |

(listing goes on)
SMILES | PglD inh | DENV2 CPE rescue | SIRT5 block | S100A4 inh HTS | Statin myotox sup | E-selectin induc | ERp5 inh
Cc1cccc(Cn2ccc(NC(=O)c3ccc4c(c3)OCO4)n2)c1 | x | -3 | 0 | -1 | x | 0.5 | 9
COc1ccc(-c2csc(C(O)c3ccc(F)cc3)n2)cc1OC (configuration not stated) | -1 | -2 | x | 2 | 10 | 0.2 | 1
O=C(Cc1ccncc1)NCC[C@@H]1CC[C@@H](NC(=O)Nc2cccc(F)c2)[C@@H](CO)O1 | -3 | 23* | -1 | -6 | 3 | -0.1 | -4
C[C@@H]1CCCCO[C@H](CN(C)C(=O)Cc2ccccc2)[C@H](C)CN([C@H](C)CO)C(=O)c2cc(NS(=O)(=O)c3cn(C)cn3)ccc2O1 | 4 | -3 | 0 | 6 | -7 | 0.1 | 7
CC(C)N1CCc2c(sc(NC(=O)CN3C(=O)c4ccccc4C3=O)c2C(N)=O)C1 | x | 3 | -4 | 1 | x | 2.2 | -10
CN(Cc1ccccc1)C(=O)c1[nH]cnc1C(=O)Nc1cccc(Cl)c1 | -2 | -5 | -2 | 2 | 14 | 0.0 | -5
CCCS(=O)(=O)N1CCC(C(=O)c2cccc(C(F)(F)F)c2)CC1 | 1 | -2 | -1 | -3 | -20 | x | 20
CN1CCN(C(=S)c2cn(Cc3ccc(Br)cc3)c3ccccc23)CC1 | x | 8 | -2 | 0 | x | x | 0
CN1c2ccc(Br)cc2[C@@H]2[C@@H](CCN2C(=O)C2CC2)[C@H]1CO | 1 | 6 | 6 | 23 | -10 | 0.0 | -2
CN1CCN(C(=O)C[C@@H]2CC[C@@H]3[C@H](COc4ccc(NC(=O)C5CCC5)cc4C(=O)N3C)O2)CC1 | x | 17 | -1 | -3 | x | 0.2 | 0
Cc1ccc(-c2ccc3c(c2)O[C@@H](CN(C)C(=O)Nc2ccccc2)[C@@H](C)CN([C@@H](C)CO)S3(=O)=O)cc1 | 4 | 3 | 7 | 5 | 15 | 1.2 | -8
Cc1nn(CC(=O)N2CCN(c3ccccc3)CC2)c(=O)c2ccccc12 | -4 | 5 | 5 | -2 | -2 | x | 0
CC(=O)c1cccc(-c2ccc3c(c2)C(C)(Cc2ccc(S(C)(=O)=O)cc2)C(=O)N3)c1 (configuration not stated) | 5 | 18 | -4 | 18 | 0 | 0.1 | 1
CC(C)CC#Cc1ccc2c(c1)O[C@@H](CN(C)C)[C@H](C)CN([C@@H](C)CO)S2(=O)=O | -2 | -1 | -1 | 13 | -33 | 0.6 | -8
COc1ccc2c3c([nH]c2c1)[C@@H](CO)N(S(=O)(=O)c1ccc(C)cc1)CC31CCN(Cc2nccs2)CC1 | x | 8 | 3 | -7 | x | -0.2 | 6
